# Screening data from PubChem.
# sPLA2-III inh – Inhibits HGIII-sPLA2 liposome hydrolysis, primary screen; Q9NZ20; QFRET BODIPY PC-A2 liposome hydrolysis, fluorescence; inhibition, % at 12.2 µM; hit rate 0.56% among 370,000; AID 743126;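 active means inhibition above mean plus 3 SD of compounds lying within the high and low control bounds, cut at about 19% in these data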;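 further: 0% = median of test compound wells and 100% = no enzyme DMSO wells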
# DDE Tn6 FP inh – inhibitors of Tn6 peptide binding to human fibrin DD(E) | P02675 | Fibrin DD(E) TRITC-Tn6 fluorescence polarization displacement | inhibition, % at 8.3 µM | hit rate 0.21% among 370,000 | AID 720509;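 active means inhibition above a per-campaign cutoff: mean of compounds within control limits plus 3 SD, cut at about 15% in these data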;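 further: 0% = median of all compound wells on the plate and 100% = blocking peptide control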
# ARFGAP1 inh – rat ARFGAP1 inhibition; inhibition, % at 16.5 µM; hit rate 0.26% among 360,000; AID 651572; Arfgap1-stimulated ARF1 GTP hydrolysis, GDP FP detection;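 active means inhibition above a per-plate limit, mean inhibition of low control wells plus 3 SD, cut at about 25% in these data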;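 further: 0% = DMSO wells with enzyme and 100% = wells lacking Arfgap1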
#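 system = rat Arfgap1 catalytic domain, aa 1-136 | technique = FP, GDP Alexa 633 tracer displaced from anti-GDP antibody, 620/688 nm | compound = one concentration, 16.5 µM, DMSO 1.26% | medium = HEPES-based buffer, pH 7.5 | timing = compound-enzyme preincubation 20 min, reaction 120 min, detection 60 min, 25 °C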
# UHRF1 binding – blocks human UHRF1 binding to methylated DNA; hit rate 0.75% among 370,000; inhibition, % at 4.4 µM; AID 687016; UHRF1 binding to methylated oligo, TR-FRET; in the data active means inhibition above about 21%;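 further: UHRF1 SRA domain binding a hemimethylated CpG hairpin DNA probe; 0% = median of test compound wells and 100% = reference inhibitor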
# Target sequence (Q96T88 whole entry, looked up, the tested form may be a part): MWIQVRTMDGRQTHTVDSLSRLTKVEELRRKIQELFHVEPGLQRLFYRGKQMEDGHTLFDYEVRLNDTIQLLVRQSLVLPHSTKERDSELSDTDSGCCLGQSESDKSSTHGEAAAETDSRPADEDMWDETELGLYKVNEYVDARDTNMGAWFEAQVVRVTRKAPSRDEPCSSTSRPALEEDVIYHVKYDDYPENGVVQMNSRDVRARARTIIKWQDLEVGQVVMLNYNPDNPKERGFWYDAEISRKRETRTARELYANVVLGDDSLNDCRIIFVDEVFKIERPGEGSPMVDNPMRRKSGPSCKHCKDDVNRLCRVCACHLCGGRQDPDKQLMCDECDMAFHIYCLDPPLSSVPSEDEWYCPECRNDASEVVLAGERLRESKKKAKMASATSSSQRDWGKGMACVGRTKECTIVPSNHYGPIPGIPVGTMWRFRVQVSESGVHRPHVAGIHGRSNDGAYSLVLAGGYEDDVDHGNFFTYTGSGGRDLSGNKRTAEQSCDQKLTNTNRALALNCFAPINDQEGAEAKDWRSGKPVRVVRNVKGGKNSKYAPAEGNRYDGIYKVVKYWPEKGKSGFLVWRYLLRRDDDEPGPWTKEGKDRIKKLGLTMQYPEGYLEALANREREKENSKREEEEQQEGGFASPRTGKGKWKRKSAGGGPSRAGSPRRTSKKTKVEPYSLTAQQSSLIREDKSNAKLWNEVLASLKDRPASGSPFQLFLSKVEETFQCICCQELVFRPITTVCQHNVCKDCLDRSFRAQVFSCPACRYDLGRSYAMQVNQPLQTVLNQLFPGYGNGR
# PLCg1 inh – inhibitors of human phospholipase C gamma1; P19174; purified PLC-gamma1, fluorogenic substrate, fluorescence; inhibition, % at 12.2 µM; hit rate 0.84% among 370,000; AID 720700; in the data active means inhibition above about 9.5%
# PLC-beta3 inh – PLC-beta3 (human) inhibition, primary screen; Q01970; Purified PLC-beta3, fluorogenic substrate, fluorescence; inhibition, % at 12.2 µM; hit rate 0.18% among 370,000; AID 720704; in the data active means inhibition above about 11%;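 further: 0% = median of compound wells on plate and 100% = full blocker control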
# NR1D1 modulator – Rev-erb alpha (human) modulation; P20393; Rev-erbα–FITC-DNA binding, fluorescence polarization, 90 min; activity, % at 10 µM; hit rate 0.79% among 370,000;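 active means activity above about 14%, limit read from the data; passing the limit was not always enough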;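 further: 0% = DMSO wells with 35 nM protein and 100% = DMSO wells with 750 nM protein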
# ASAP1 GAP inh – ASAP1 ArfGAP inhibition. ASAP1-stimulated ARF1 GTP hydrolysis, GDP FP detection. Q9ULH1. inhibition, % at 16.5 µM. AID 624377. hit rate 0.19% among 360,000; in the data active means inhibition above about 25%;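 further: 0% = vehicle with enzyme and substrate and 100% = no enzyme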
# proKLK7 act – activators of human kallikrein-7 zymogen. P49862. purified proKLK7, EDANS-DABCYL substrate fluorescence; 100% is mature enzyme control, 0% vehicle. activation, % at 7 µM. hit rate 0.9% among 370,000;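 active means activation above the mean of all tested compounds plus 3 SD, computed per campaign excluding outliers beyond control limits, cut at about 13% in these data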
# Target sequence (P49862 whole entry, looked up): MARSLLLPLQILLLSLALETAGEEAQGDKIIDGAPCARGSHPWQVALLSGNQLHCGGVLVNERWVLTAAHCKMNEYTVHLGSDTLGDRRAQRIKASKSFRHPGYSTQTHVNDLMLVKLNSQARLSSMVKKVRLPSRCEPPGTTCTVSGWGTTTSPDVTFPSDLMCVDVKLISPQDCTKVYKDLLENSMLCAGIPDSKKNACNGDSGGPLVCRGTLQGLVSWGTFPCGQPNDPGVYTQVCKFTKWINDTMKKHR
# DDE Tn7 FP inh – DD(E)-Tn7 binding inhibition, primary FP screen; FP displacement of FITC-Tn7 peptide from fibrin DD(E); 0% = median of compound wells per plate; P02675; hit rate 0.13% among 370,000; inhibition, % at 8.3 µM;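 active means inhibition above the mean of compounds falling within the control limits plus 3 SD of them, cut at about 14% in these data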;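 further: 0% = plate median of compound wells and 100% = 10 µM Aha-Tn7 peptide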
#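 assay system = human clot-derived fibrin DD(E) complex | quantity = Fibrin-DD(E) at 2 µM final | timing = 10 min preincubation, 3 h with tracer, room temperature | signal = fluorescence polarization | measure = percent inhibition | benchmarks = high control wells with 10 µM unlabelled Aha-Tn7 peptide (full inhibition) | replicates = singlicate testing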
# Active calls of the source: *; i = inactive; nt = no result given; & = joins results of further samples.
SMILES,sPLA2-III inh,DDE Tn6 FP inh,ARFGAP1 inh,UHRF1 binding,PLCg1 inh,PLC-beta3 inh,NR1D1 modulator,ASAP1 GAP inh,proKLK7 act,DDE Tn7 FP inh
COc1ccc(-c2cc(C(=O)N3CCN(c4ccccn4)CC3)c3ccccc3n2)cc1,1,-3,22,0,-56,-80,4,3,-2.5,6
O=C(C=C(O)c1ccc(Cl)cc1)C(=O)NNC(=O)C(O)(c1ccccc1)c1ccccc1,-1,-2,4,-2,-7,-7,-1,11,0.3,0
CCn1c(COc2ccccc2)nnc1SCC(=O)Nc1ccc(S(=O)(=O)Nc2cc(C)nc(C)n2)cc1,-14,4,nt,0,0,-1,2,nt,0.2,-10
CC(=O)c1cccc(NC(=S)Nc2ccn(Cc3cccc4ccccc34)n2)c1,-15,7,14,-1,3,-4,12,5,0.0,9
Cc1ccc(S(=O)(=O)N(C)C)cc1NC(=O)c1ccccc1SCC(=O)N1CCCC1,6,1,-3,-1,-2,-4,6,8,0.1,-1
N#CC(C(=O)Nc1ccc(Cl)cc1)=C1Nc2ccccc2N1,-20,-2,9,1,-9,-12,-12,5,-0.5,0
CCc1cccc(C)c1NC(=O)C1CCCN(S(C)(=O)=O)C1 (stereo unspecified),10,-2,-7,-1,3,-6,2,-8,0.0,0
CCCCOC(=O)Nc1ccccc1C(=O)N1CCCC1,22*,3,14,0,-10,-7,-2,8,-0.1,4
Cc1c(C(=O)NCCN2CCOCC2)sc2nc(-c3ccc(F)cc3)cn12,-3,-2,5,1,2,6,1,-11,-0.1,-5
CCOC(=O)C1(C)CCN1C(=O)c1c(F)cccc1F (stereo unspecified),8,-1,-3,2,1,2,-8,-5,0.1,1
Cn1c(=N)n(CC(O)c2cccs2)c2ccccc21 (stereo unspecified),13,3,-13,4,8,6,-5,-8,-0.5,-4
CCn1c(SCCC(C)C)nnc1-c1c[nH]c2ccccc12,-12,-3,9,1,0,-2,3,9,0.6,-1
Cc1c(C(=O)N(C)Cc2nc3ccccc3c(=O)[nH]2)oc2ccccc12,-5,0,-4,-3,0,0,-1,-10,0.3,-1
CCCSc1nc(C)cc(C)c1C(N)=O,6,5,7,0,2,0,1,2,-0.6,1
N#CCCN(C(=O)COC(=O)C1=COCCO1)c1ccc(F)cc1,7,1,-11,5,3,7,1,-4,-0.3,-4
CCN(CC)S(=O)(=O)c1ccc(OCCNS(C)(=O)=O)cc1,7,-10,-2,1,4,4,0,-18,-0.1,4
CCc1ccc(C(c2ccc(CC)cc2)C(Cl)Cl)cc1,-6,8,0,0,-2,0,2,-6,-0.4,-12
COc1ccc(Cl)cc1N(CC(=O)Nc1cccc(SC)c1)S(C)(=O)=O,-23,1,-2,6,-4,-2,0,0,-0.4,-3
CSc1ccc(CN2CCCC(CO)(Cc3ccccc3)C2)cc1 (stereo unspecified),0,5,-8,-1,2,1,-2,3,-0.5,4
c1ccc(CSc2nnnn2-c2ccccc2)cc1,-9,-1,9,-1,6,4,-6,-2,-0.5,5
Cc1nc(NC(=O)c2ccc(Br)s2)sc1C(=O)N(C)C,7,-2,22,5,-4,-10,1,14,0.5,0
Cc1cc(O)c(C(=O)/C=C/c2ccccc2Br)c(=O)o1,-5,-1,-3,0,-41,-75,7,-3,-0.7,0
O=C(O)[C@@H]1CCCN1C(=O)COc1ccc2c3c(c(=O)oc2c1)CCC3,15,2,9,2,-41,-59,-4,23,-3.8,2
CCN(C(=O)COC(=O)c1cccc2ccccc12)c1c(N)n(Cc2ccccc2)c(=O)[nH]c1=O,0,7,-11,3,4,-3,-3,-23,-0.9,-3
CC12CC(c3ccccc3O1)N(C(=O)c1ccco1)C(=S)N2c1ccccc1 (stereo unspecified),-4,4,-1,-1,0,-3,-1,-10,-0.3,2
CCCCNC(=S)N(CCCO)Cc1cc2cc3c(cc2[nH]c1=O)OCO3,4,-5,14,2,-6,-5,-1,-1,0.7,-3
Cc1ccc(NC(=O)CS(=O)CC(=O)N(C2CCCC2)C(C)C(=O)NC2CCCCC2)cc1 (stereo unspecified),-9,2,2,-2,2,4,9,-3,0.3,2
CCOc1ccccc1NC(=O)CSC1=C(C#N)C(c2ccco2)C(C(=O)Nc2nc3ccccc3s2)=C(C)N1 (stereo unspecified),-14,7,3,1,-38,-34,66*,2,-2.2,6
COc1cc([N+](=O)[O-])c(C)cc1NC(=O)c1ccc(OC)c(OC)c1,-2,-7,-5,-1,3,-4,-4,5,0.2,6
CC[C@@]1(C(=O)OC)N[C@H](CN(C)C(=O)Nc2ccccc2)[C@@H]2C(=O)N(Cc3ccccc3)C(=O)[C@@H]21,12,-12,-4,3,3,0,-7,-3,0.1,-6

# Quoted at random: three compounds from above, in no set order.
SMILES,sPLA2-III inh,DDE Tn6 FP inh,ARFGAP1 inh,UHRF1 binding,PLCg1 inh,PLC-beta3 inh,NR1D1 modulator,ASAP1 GAP inh,proKLK7 act,DDE Tn7 FP inh
COc1cc([N+](=O)[O-])c(C)cc1NC(=O)c1ccc(OC)c(OC)c1,-2,-7,-5,-1,3,-4,-4,5,0.2,6
Cc1cc(O)c(C(=O)/C=C/c2ccccc2Br)c(=O)o1,-5,-1,-3,0,-41,-75,7,-3,-0.7,0
CCCCNC(=S)N(CCCO)Cc1cc2cc3c(cc2[nH]c1=O)OCO3,4,-5,14,2,-6,-5,-1,-1,0.7,-3

# (further entries)
SMILES,sPLA2-III inh,DDE Tn6 FP inh,ARFGAP1 inh,UHRF1 binding,PLCg1 inh,PLC-beta3 inh,NR1D1 modulator,ASAP1 GAP inh,proKLK7 act,DDE Tn7 FP inh
CN(c1nc2ccccc2n2c(-c3ccco3)nnc12)S(=O)(=O)c1ccccc1,6,-9,-9,1,-25,-48,10,-5,-1.1,1
COCCn1c(N)c(C(=O)NCc2cccs2)c2nc3ccccc3nc21,-13,-11,19,2,-376,-471,1,7,-56,-4
Cn1c(CC(=O)NNC(=O)c2ccc(Cl)nc2)nc2ccccc21,-7,-2,-11,-3,0,1,-7,3,0.4,-6
O=C1CC(N2CCC(O)(c3ccc(Br)cc3)CC2)C(=O)N1c1ccc(Cl)cc1 (stereo unspecified),-18,2,4,2,0,-1,-2,2,0.1,-4
CCOc1cccc(C(=O)N(Cc2cccc(F)c2)C2CCS(=O)(=O)C2)c1 (stereo unspecified),1,-2,10,2,0,-5,0,10,0.6,3
O=C(C(Cl)Cl)N1CCN(c2ccccn2)CC1,-2,-5,-7,-1,-36,4,-1,-5,-0.3,0
Cc1ccc(C)c(S(=O)(=O)N2CCN(C(=O)CN3C(=O)NC(C)(C)C3=O)CC2)c1,0,3,-5,-2,0,-6,-5,-13,0.3,-2
COc1ccc(NC(=O)CN(C)C(=O)c2ccccc2SCC(=O)N2CCCC2)cc1,14,-5,-4,3,-1,-2,-3,-9,0.8,0
COC(=O)C(CC(C)C)NC(=O)/C=C/c1ccccc1Cl (stereo unspecified),1,-2,-2,1,0,-2,-2,19,0.2,-4
CN1c2ccccc2C(C)(C)C12C=Nc1c(cc(N3CCOCC3)c3ccccc13)O2 (stereo unspecified),-10,11,-2,8,-56,-86,2,10,-2.4,4
CCC(=O)N1CCc2cc(Br)cc(S(=O)(=O)C3(C(=O)OC)CC3)c21,0,2,-5,1,1,0,4,0,0.5,5
COC(=O)C(C(=O)Nc1ccc(OC)cc1)C1CCCCCC1 (stereo unspecified),-6,10,-7,-3,-1,2,-3,-7,0.0,-2
Cc1cc(=O)oc2cc(OCC(=O)NCCCN3CCCC3=O)c(Cl)cc12,11,-1,-6,1,-4,-6,2,-1,-0.5,4
O=C1c2cccc3cc([N+](=O)[O-])cc(c23)C(=O)N1c1ccccc1O,0,-4,-10,-4,-7,-8,-2,-2,-0.4,-3
CCc1nc2ccc(C(=O)NCc3ccccc3OC)cn2c1N(CC)CCN(C)C,-4,3,-10,0,-5,-7,-4,15,0.2,3
COc1ccc(/C=C/C(=O)Nc2nc(C)c(C(=O)N(C)C)s2)cc1,-9,3,21,-3,-55,-67,3,-3,0.7,1
Cc1nc(S(=O)(=O)c2ccc(Cl)cc2)c(NCc2ccccc2)o1,0,2,13,-1,6,-1,5,-3,0.6,-1
CCN1C(=O)[C@H]2[C@@H](c3ccc(OC)cc3)N[C@]3(CCCN(Cc4ccc(C)cc4)C3=O)[C@H]2C1=O,9,-5,-5,2,-1,0,3,-4,-0.3,-10
CNc1cncc(-c2cccc(O)c2)n1,-9,2,6,-5,-441,i,-1,-18,37*,-4
CC(=O)N1CCN(C(=O)c2c(-c3ccccc3)noc2C)CC1,14,-5,-3,-1,4,-2,4,2,-0.5,5
Cc1cc(C)n(Cc2ccc(C(=O)NCCC3=CCCCC3)o2)n1,2,-2,23,-1,-2,1,-3,-5,0.6,-3
Cc1nnc(SCC(=O)N2CCC(C(=O)Nc3nccs3)CC2)n1Cc1ccccc1,4,0,16,2,3,1,3,-10,-0.6,-2
CCOC(=O)N1CCN(C(=O)Cn2ncc3c2-c2ccccc2OC3)CC1,0,0,-6,0,1,2,8,2,0.0,6
COc1ccc2ccccc2c1CNc1nnnn1C,6,0,0,1,-2,-3,6,12,0.1,6
CC1CN(C(=O)c2ccc(N3CCCCC3)c([N+](=O)[O-])c2)CC(C)O1 (stereo unspecified),2,1,3,-1,3,4,-1,0,0.1,2
COc1ccc(NC(=O)c2ccc(NCCN3C(=O)CCC3=O)c([N+](=O)[O-])c2)cc1,-1,5,-4,-3,-1,4,-2,-12,-0.1,0
O=C(C[C@H]1C/C=C/CC[C@@H](Cc2ccc(F)cc2)C(=O)OC[C@H](c2ccccc2)NC1=O)NCCO,1,6,-11,-5,1,-2,-6,1,0.5,3
COc1ccc(-c2nnc(SC(C)C(=O)NCc3ccc4c(c3)OCO4)n2Cc2ccco2)cc1 (stereo unspecified),-5,3,16,0,1,3,3,4,0.7,0
CCOc1ccccc1C(=O)Nc1cccc2cccnc12,-16,-3,2,-1,-10,-18,8,13,0.4,-1
Cn1cc(CC(=O)NC2CCCCC2)c2ccccc21,-12,-2,-7,4,-2,-7,-2,-5,0.5,2
COc1ccc(C2=Nc3ccccc3N(C(=O)c3ccc4c(c3)OCO4)C2C(=O)NCc2ccccc2)cc1 (stereo unspecified),-10,-3,10,-1,-162,-165,9,1,-81,-5
CN1CCCN(C(=O)CNC(=O)c2ccccc2Br)CC1,2,5,-3,9,3,0,-2,-1,-0.3,3
CN(Cc1cccc(Cl)c1Cl)C(=O)c1ccccc1SCC(=O)N1CCCC1,1,2,-15,1,1,-5,-5,5,-0.1,4
c1ccc(-c2nnc(CN3CCCCC3)o2)cc1,6,9,1,2,-1,-5,-2,0,0.0,3
CC(C)NCC(O)c1ccc(NS(C)(=O)=O)cc1 (stereo unspecified),3,1,4,-2,-1,1,2&-5,2,0.6,2
